# Source: PubChem BioAssay (Broad Institute)
# miR-122 sensor = blocks miR-122 activity in Huh7 sensor cells; Huh7 miR-122 Renilla luciferase sensor, 48 h; neutral wells = 0, positive control = 100; activation (reporter increase), % at 12.5 µM; hit rate 0.3% among 340,000;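 active = mean replicate activation score at least 90 and every replicate individually at or above 90; inconclusive = only one of the two criteria met; inactive = neither criterion met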;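 note: higher luciferase means less miR-122 activity so hits act as miR-122 inhibitors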
# C2C12 statin = protects C2C12 myotubes from simvastatin toxicity | ATP luminescence, 48 h; scaled: DMSO 0, geranylgeraniol control 100 | rescue of ATP level, % at 7.49 µM | hit rate 0.78% among 330,000 | AID 602340;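 active = mean ATP rescue above about 67%, or every replicate alone reaching that limit, limit read from the data, passing the limit was not always enough; inconclusive = no clear call, values can overlap the other calls; inactive = mean under the limit and some replicate under it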;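 note: myotubes were challenged with 10 µM simvastatin during compound exposure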
# esBAF inh = inhibitors of esBAF chromatin remodeling in mouse ES cells. hit rate 2% among 350,000. AID 602393. reporter increase, % at 12.5 µM. Bmi1-luciferase knock-in reporter, 24 h; 100% = twice the neutral-well signal; in the data active = activation above about 40%; inconclusive = no clear call, values can overlap the other calls;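 note: 0% = median of the plate's neutral control wells and 100% = double that signal; a rise in the Bmi1 reporter signal indicates esBAF inhibition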
# ERp5 inh = ERp5 (human) disulfide isomerase inhibition | Q15084 | ERp5 insulin aggregation, absorbance 650 nm, 90 min | inhibition, % at 9.99 µM | hit rate 0.05% among 350,000;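 active = mean replicate inhibition above about 25%, with every replicate also reaching it, limit read from the data, passing the limit was not always enough; inconclusive = only one of those two criteria met; inactive = neither criterion met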
# Target sequence (Q15084 whole entry, looked up): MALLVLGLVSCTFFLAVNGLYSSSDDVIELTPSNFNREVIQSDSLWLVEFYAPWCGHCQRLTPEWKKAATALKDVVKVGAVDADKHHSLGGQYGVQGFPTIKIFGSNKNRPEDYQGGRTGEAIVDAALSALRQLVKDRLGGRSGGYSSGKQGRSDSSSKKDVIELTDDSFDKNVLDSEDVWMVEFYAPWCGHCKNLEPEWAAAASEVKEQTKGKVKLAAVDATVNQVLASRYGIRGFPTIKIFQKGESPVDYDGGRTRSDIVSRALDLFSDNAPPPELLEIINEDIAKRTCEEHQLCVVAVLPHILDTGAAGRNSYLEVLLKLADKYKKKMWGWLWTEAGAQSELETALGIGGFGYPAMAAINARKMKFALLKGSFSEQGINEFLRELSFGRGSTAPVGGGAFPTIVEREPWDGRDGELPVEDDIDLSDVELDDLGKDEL
# ARNT TACC3 PPI = ARNT/TACC3 interaction disruption. inhibition, % at 9.99 µM. AID 623870. AlphaScreen His-ARNT PAS-B/GST-TACC3 binding, luminescence; TACC3 fragment carries E629A point mutation. hit rate 0.66% among 390,000;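 active = mean inhibition of replicates at least 50% and at least half of replicates each reaching 50%; inconclusive = half or more replicates reach 50% but mean below 50%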;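 note: 0% = complete ARNT plus TACC3 wells and 100% = ARNT alone without TACC3; many hits fall short of the cut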
# Cneo AK release = Cryptococcus neoformans lysis via adenylate kinase release; C. neoformans lysis, adenylate kinase release luminescence, 4 h; normalised: neutral wells 0, clomiphene wells 100; lysis activity, % at 15 µM; hit rate 0.2% among 360,000; AID 651654;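 active = mean lysis activity across replicates of at least 80%, whatever share of replicates individually reach that level; inactive = mean lysis activity below 80%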
#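 Material: C. neoformans cells | Amount: Yeast cell density of 5 × 10^6 cells/mL | Medium: Fresh YPD growth medium | Dosing: Single dose | Times: Static 4 h at 37 °C with compound, 1 h detection | Detection: AK luminescence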
# SIRT5 inh = blocks human SIRT5 desuccinylation of peptide; Q9NXA8; Purified SirT5, succinyl-peptide AMC, trypsin-coupled fluorescence; inhibition, % at 15 µM; hit rate 1.1% among 330,000; AID 652115; in the data active = inhibition above about 15%; inconclusive = no clear call, values can overlap the other calls
# Target sequence (Q9NXA8 whole entry, looked up): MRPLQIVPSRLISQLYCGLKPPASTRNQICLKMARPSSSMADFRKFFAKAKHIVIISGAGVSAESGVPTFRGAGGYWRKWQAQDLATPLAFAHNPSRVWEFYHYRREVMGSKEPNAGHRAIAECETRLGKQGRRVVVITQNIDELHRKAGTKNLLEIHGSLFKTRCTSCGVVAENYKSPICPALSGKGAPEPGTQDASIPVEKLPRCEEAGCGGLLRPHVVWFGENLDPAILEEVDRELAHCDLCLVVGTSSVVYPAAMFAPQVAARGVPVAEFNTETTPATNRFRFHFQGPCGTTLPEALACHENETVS
# Starred values were filed as active, the others as inactive; ? = inconclusive; . = no result given; [ ] = remark or other dose.
SMILES,miR-122 sensor,C2C12 statin,esBAF inh,ERp5 inh,ARNT TACC3 PPI,Cneo AK release,SIRT5 inh
O=S(Cc1ccc(Cl)cc1)CC(O)COCc1ccc(Cl)cc1 (stereo not drawn),0,32,4,.,-4,-1,.
Cc1ccc(/C=N/N=C2/NC(=O)C(CC(=O)N3CCOCC3)S2)cc1 (stereo not drawn),8,2,-3,-5,-3,.,-1
COc1ccc(CN(C)C[C@H]2Oc3c(NS(=O)(=O)c4cn(C)cn4)cccc3C(=O)N([C@@H](C)CO)C[C@@H]2C)cc1,1[16.7 µM],36,4,3,-12,-3,3
CN1C(=S)SC(/[N+]([O-])=C\c2ccccc2F)C1(C)C (stereo not drawn),.,.,.,1,-2,.,0
N/C(Cc1cccc2ccccc12)=N\OC(=O)c1ccccc1F,.,-8,9,-1,.,0,-3
CCc1ccccc1NC(=O)c1ccc2snnc2c1,.,-7,-9,2,.,1,1
O/N=C(\Cn1ccnc1)c1ccccc1,47,5,-5,2,0,0,1
FC(F)(F)c1cccc(Nc2nc(N3CCCC3)nc(N3CCCC3)n2)c1,.,.,.,1,-8,.,-11
CCC(=O)Nc1ccc2c(c1)C(=O)N(C)C[C@H](OC)[C@@H](C)CN(Cc1ccncc1)[C@H](C)CO2,.,-2,-1,2,-4,47,-1
C[C@H](CO)N1C[C@H](C)[C@@H](CN(C)CC2CC2)Oc2cc(C#CC3(O)CCCC3)ccc2S1(=O)=O,1[16.7 µM],-73,5,-7,-6,2,6
O=C1C2CC=C(Cl)CC2C(=O)N1CC1Cc2ccccc2CO1 (stereo not drawn),-6,-7,1,.,.,0,.
C[C@H]1CN([C@@H](C)CO)C(=O)Cc2cc(NS(=O)(=O)c3ccc(Cl)cc3)ccc2O[C@H]1CN(C)Cc1ccc(-c2ccccc2)cc1,2[16.7 µM],44,-1,.,.,.,.
CCOC(=O)Cn1nnnc1CN1CCN(c2ccc(OC)cc2)CC1,.,.,.,2,-13,.,-3
C[C@@H]1CCCCO[C@H](CN(C)C(=O)CCCN(C)C)[C@H](C)CN([C@H](C)CO)C(=O)c2cc(NC(=O)c3ccccc3)ccc2O1,-6[16.7 µM],18,-3,-3,-8,2,-2
CC(C)[C@H](NC(=O)c1ccc(Cl)cc1Cl)C(=O)NNC(=O)c1ccco1,4,2,.,1,-27,2,6
OC(CCc1ccncc1)c1ccccc1 (stereo not drawn),-4,-14,-10,-8,-10,0,.
O=C(NCc1ccc(Cl)cc1)c1ccc2ccccc2n1,-14,15,14,3,-1,2,-2
O=C(Cc1ccc([N+](=O)[O-])cc1)Nc1ccon1,.,1,-4,-3,-7,3,-5
CC12CCC(C(=O)N3CCN(Cc4ccccc4)CC3)(OC1=O)C2(C)C (stereo not drawn),.,-24,6,0,-14,-15,1
CC(C)c1ccc(N2CCN(C(=O)c3ccccc3NC(=O)/C=C\C(=O)O)CC2)cc1,6,.,-6,.,5,-1,.

# Sorted by length of the SMILES (low to high): some entries from above.
SMILES,miR-122 sensor,C2C12 statin,esBAF inh,ERp5 inh,ARNT TACC3 PPI,Cneo AK release,SIRT5 inh
O=C(NCc1ccc(Cl)cc1)c1ccc2ccccc2n1,-14,15,14,3,-1,2,-2
CCOC(=O)Cn1nnnc1CN1CCN(c2ccc(OC)cc2)CC1,.,.,.,2,-13,.,-3
CC12CCC(C(=O)N3CCN(Cc4ccccc4)CC3)(OC1=O)C2(C)C (stereo not drawn),.,-24,6,0,-14,-15,1

# Remaining list, next part
SMILES,miR-122 sensor,C2C12 statin,esBAF inh,ERp5 inh,ARNT TACC3 PPI,Cneo AK release,SIRT5 inh
CNC[C@H]1Oc2ncc(C#CCC3CCCC3)cc2C(=O)N([C@H](C)CO)C[C@H]1C,-5[16.7 µM],.,-2,3,4,-3,1
COc1cccc(-n2c(SCC(N)=O)nnc2-c2c[nH]c3ccccc23)c1,-2,5,5,2,2,-4,-2
CC(C)NC(=O)N(C)C[C@@H]1Oc2ccc(NC(=O)Nc3ccccc3)cc2C(=O)N([C@H](C)CO)C[C@H]1C,2[16.7 µM],-19,-4,-15,-7,0,-5
COc1ccc(CC(=O)Nc2ccc(NC(=O)c3ccccc3F)cc2)cc1,.,.,.,4,-4,.,-4
CC(C)Cc1nnc(NC(=O)CN2C(=O)c3ccccc3C2=O)s1,-4,-5,-14,4,0,0,.
C[C@H](CO)N1C[C@H](C)[C@H](CN(C)S(=O)(=O)c2ccccc2)Oc2ccc(NC(=O)c3ccncc3)cc2C1=O,1[16.7 µM],-20,4,-2,9,3,-2
S=C(N/N=C/c1ccccc1Cl)Nc1ccccc1,7,11,37,.,4,3,.
COC(=O)c1ccccc1NC(=O)C1CCN(c2ncnc3c2nc2n3CCCCC2)CC1,.,11,4,-2,-5,6,5
Cc1ccc(-c2nnc(SCC(=O)NC3CCCC3)n2C)cc1,-6,-7,2,-2,-3,-3,-2
Cc1nc2ccc(S(=O)(=O)NCC(=O)N3CCCC(C)C3)cc2s1 (stereo not drawn),1,106*,1,.,-3,-3,.
Cc1c(OCC(=O)NCc2cccnc2)ccc2c3c(c(=O)oc12)CCCC3,-1,-17,2,-2,5,-6,-3
CC(C)=NNc1nc(-c2ccccc2)cs1,.,.,.,-6,-1,.,-1
C=CCOc1c(/C=N\NC(N)=O)cccc1OC,-1,4,-1,0,1,5,-4
Cc1ccc(S(=O)(=O)Nc2ccc3c(c2)C(=O)N([C@@H](C)CO)C[C@@H](C)[C@@H](CN(C)Cc2ccc(Cl)c(Cl)c2)O3)cc1,9[16.7 µM],?,4,2,8,14,-1
CSc1ncccc1C(=O)OCc1c(F)cccc1Cl,9,3,16,-1,-12,-2,-9
CC1CCN(S(=O)(=O)c2cccc(S(=O)(=O)N3CCOCC3)c2)CC1,-12,-2,1,.,-1,2,.
O=C(O)c1cc(/C=C/c2ccc(N3CCOCC3)cc2)nc2ccccc12,.,.,.,5,-4,.,7
N#C/C(=C\c1ccc(-c2cccc(C(F)(F)F)c2)o1)C(=O)Nn1cnnc1,-7,.,.,.,5,-1,.
Nc1ccn([C@@H]2O[C@H](C(=O)N3CCCN(Cc4cccs4)CC3)[C@@H](O)[C@H]2O)c(=O)n1,2,0,6,-2,.,1,-6
CCOC(=O)C1=C(COC(=O)CNC(=O)c2ccccc2F)NC(=O)NC1C (stereo not drawn),.,.,.,2,-3,.,-4
C[C@H]1CN([C@@H](C)CO)S(=O)(=O)c2ccc(C#CCN(C)C)cc2O[C@H]1CN(C)C(=O)c1ccccc1F,-3[16.7 µM],11,3,-9,-1,-10,8
Nc1ccc(C(=O)c2cccs2)cc1[N+](=O)[O-],.,.,.,1,5,.,0
O=C(NCc1ccccc1)c1ccco1,9,.,-5,.,-7,3,.
CC(=O)Nc1sc2c(c1C#N)CCCCC2,-5,16,13,.,2,5,.
C=CCn1c(-c2cccn(Cc3ccc(Cl)cc3Cl)c2=O)n[nH]c1=S,-10,11,0,.,-10,-1,.
CC(C)(C)c1ccc(OCC(O)CS(=O)(=O)c2ccccn2)cc1 (stereo not drawn),1,-111,14,.,-6,1,.
COc1cc(OC)cc(C(=O)N2CCC3(CC2)NCCc2[nH]cnc23)c1,7,3,-1,1,1,-1,0
O=C1C2(CCC13COC(c1ccc(O)cc1)OC3)COC(c1ccc(O)cc1)OC2 (stereo not drawn),13,0,1,.,-9,1,.
O=C(CN1C(=O)NC2(CCCCC2)C1=O)Oc1ccc2c(C(F)(F)F)cc(=O)oc2c1,.,-11,-7,-1,5,1,-4
Cc1ccc(S(=O)(=O)N[C@H]2CC[C@@H](CCn3cc(C4CCCCC4)nn3)O[C@H]2CO)cc1,.,6,5,5,-19,-4,-1
N#CCc1c(C#N)c(N)nc(N2CCN(c3ccc(F)cc3)CC2)c1C#N,1,.,6,.,4,-11,.
Cc1ccc(-c2ccc(C(=O)Nc3cccc(F)c3)o2)c2ccccc12,3,3,12,3,4,-1,-5
O=[N+]([O-])c1ccccc1N/N=C/c1ccccc1,.,14,44*,-2,-7,1,9
O=C(COC(=O)Cc1ccc2c(c1)OCCO2)Nc1ccc(S(=O)(=O)N2CCCC2)cc1,-1,0,-8,.,-12,-1,.
O=C(CSc1nnc([C@@H]2CCCN2)o1)c1ccc(Cl)cc1,-16,-6,14,.,12,-1,.
O=C(NCCCO)c1ccc(CSc2nc3ccccc3[nH]2)cc1,.,.,.,-8,-7,.,0
Cc1ccc(Cl)cc1N(C(=O)c1csnn1)C(C(=O)NC1CCCC1)c1ccco1 (stereo not drawn),-5,13,15,-1,-8,2,1
C[C@H]1CN([C@@H](C)CO)C(=O)Cc2cc(NS(C)(=O)=O)ccc2O[C@@H]1CN(C)C(=O)NC1CCCCC1,-5[16.7 µM],2,1,1,-4,5,-6
CC(C)CCn1nnnc1C(c1ccccc1F)N1CCC(C(N)=O)CC1 (stereo not drawn),2,3,-4,.,-6,-1,.
Cc1ccc(C)c(NC(=O)CN(C)C(=O)c2cc3ccccc3oc2=O)c1,-10,10,38,-4,1,0,-2
Cc1ccc(NC(=O)N2CCCC2C(=O)Nc2ccc(-n3cnnn3)c(C)c2)cc1 (stereo not drawn),0,-10,-2,.,-33,34,.
C[C@H]1CN([C@@H](C)CO)C(=O)Cc2cc(NC(=O)CCC(F)(F)F)ccc2O[C@@H]1CN(C)Cc1ccc(C(=O)O)cc1,-1[16.7 µM],-11,2,-1,1,1,-2
COC(=O)c1ccc(NC(=O)CCS(=O)(=O)c2ccc(Br)s2)cc1,-5,-6,-9,.,-6,.,.
Cc1ccccc1NC1c2ccccc2C(=O)N1Cc1ccco1 (stereo not drawn),2,5,6,3,4,-1,9
O=[N+]([O-])c1ccc(N2CCN(CCOCCO)CC2)c([N+](=O)[O-])c1,.,.,.,2,4,.,0
CCC(=O)Nc1nnc(SCCN2CCOCC2)s1,.,.,.,0,0,.,1
CCC(=O)Nc1ccc2c(c1)C(=O)N(C)C[C@@H](OC)[C@@H](C)CN(C(=O)c1ccncc1)[C@H](C)CO2,1[16.7 µM],-1,-2,1,-8,-1,-14
CN(C)C(=O)c1cccc(-c2ccc3c(c2)[C@@H]2[C@@H](CCN2C(=O)C2CC2)[C@H](CO)N3)c1,30[16.7 µM],-22,-3,0,3,51,8
Cc1ccc2c(c1)N(CC(=O)N1CCCC(C)C1)C(=O)CO2 (stereo not drawn),-3,29,-1,0,-1,1,-3
C[C@@H]1CN([C@@H](C)CO)C(=O)c2cc(NS(=O)(=O)c3ccc(Cl)cc3)ccc2O[C@@H]1CN(C)S(=O)(=O)c1ccc(Cl)cc1,60[16.7 µM],14,2,-4,-4,1,9

# The list goes on.
SMILES,miR-122 sensor,C2C12 statin,esBAF inh,ERp5 inh,ARNT TACC3 PPI,Cneo AK release,SIRT5 inh
COc1cccc(S(=O)(=O)N[C@@H]2C=C[C@@H](CC(=O)NC3CCC3)O[C@@H]2CO)c1,.,-1,6,1,-12,4,-6
CC(C)NC(=O)N(C)C[C@H]1Oc2c(NS(=O)(=O)c3ccc(F)cc3)cccc2C(=O)N([C@@H](C)CO)C[C@H]1C,-4[16.7 µM],7,5,6,-5,1,-5
O=C(Nc1ccc(F)cc1)Nc1nnc(-c2ccncc2)s1,-4,-247,7,.,-6,0,.
CSCCC(C(=O)OCC(=O)c1ccc(C)c(C)c1)N1C(=O)c2cc(Cl)c(Cl)cc2C1=O (stereo not drawn),2,.,.,.,23,-1,.
Cc1cc(Cl)c2oc(C(=O)N3CCN(C(=O)c4ccco4)CC3)c(C)c2c1,-1,-16,52*,2,10,0,-4
CCCNC(=O)[C@H]1[C@H](CO)[C@H]2Cn3c(ccc(-c4ccc(F)cc4)c3=O)[C@@H]1N2Cc1ccccc1F,0[16.7 µM],-21,-3,4,3,-4,-6
CN1CCN(C(=O)C[C@@H]2CC[C@@H](NC(=O)Cc3ccccn3)[C@@H](CO)O2)CC1,-4[16.7 µM],-4,-6,-1,-2,0,-1
CCNC(=S)N/N=C(\C)c1ccco1,-5,5,-4,4,0,-6,4
COCc1cc(C)nc(NCCc2ccccc2)c1C#N,-3,3,6,.,-8,1,.
